Screens as filed in PubChem BioAssay.
Vif-APOBEC3G blk = qHTS for Inhibitors of Vif-A3G Interactions: qHTS; HeLa A3G-eYFP + Vif (tagged APOBEC3G with the HIV-1 protein that degrades it), YFP fluorescence, overnight; Potency, µM (top dose mostly 46.1 µM), inactives show at the highest dose activity, negative = active, usual class: inhibitors; 410,000 tested, 0.076% active;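 note: potency is the fitted concentration of half-maximal effect; % is set by controls: 0 for no effect and ±100 for the full control effect; nearly all actives have a fitted effect of over 60% in size; hits raise eYFP signal because A3G escapes Vif-driven loss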
Target sequence (Q9HC16 whole entry, looked up): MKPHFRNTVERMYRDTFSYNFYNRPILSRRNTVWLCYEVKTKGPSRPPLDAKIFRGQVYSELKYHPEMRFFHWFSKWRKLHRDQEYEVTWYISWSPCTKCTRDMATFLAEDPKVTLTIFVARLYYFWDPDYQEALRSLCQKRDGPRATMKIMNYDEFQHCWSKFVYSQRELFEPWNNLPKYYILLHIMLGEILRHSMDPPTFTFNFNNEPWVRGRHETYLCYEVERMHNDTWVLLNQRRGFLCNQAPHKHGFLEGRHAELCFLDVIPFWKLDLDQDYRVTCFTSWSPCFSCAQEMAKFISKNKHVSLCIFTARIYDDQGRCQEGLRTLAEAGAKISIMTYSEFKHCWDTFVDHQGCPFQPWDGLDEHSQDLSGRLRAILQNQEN
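HeLa cells stably expressing Vif and C-terminally eYFP-tagged A3G, seeded overnight at 37 deg C, then exposed to compound by pintool overnight at 37 deg C. Rise in yellow fluorescence (Ex 488/Em 500-530, Acumen) marks blocked Vif-driven A3G degradation.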
Vif-A3F inh = qHTS for Inhibitors of Vif-A3F Interactions: qHTS. Potency, µM (series often up to 46.1 µM), without a hit: top-dose activity, negative = active. AID 602313, 2012. 390,000 tested, 0.2% active. HeLa A3F-eYFP + Vif (tagged APOBEC3F with the HIV-1 protein that degrades it), YFP fluorescence increase; note: potency is the fitted concentration of half-maximal effect; % of control where 0% means no effect; nearly all actives have a fitted effect of over 65% in size
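HeLa cells stably expressing A3F-eYFP plus Vif, plated and incubated overnight at 37 deg C, then exposed to compounds overnight at 37 deg C. Blocked degradation read as raised yellow fluorescence (Ex 488/Em 500-530).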
Glioma ERSR ind = qHTS for Inducers of the Endoplasmic Reticulum Stress Response (ERSR) in Human Glioma: qHTS; U87-MG GRP78 promoter luciferase reporter, 16 h; Potency, µM, without a hit: at the highest dose activation, usual class: activators; 420,000 tested, 0.02% active; note: potency is the fitted concentration of half-maximal effect; series mostly up to about 76 µM; % of control where 0% means no effect; nearly all actives have a fitted effect of over 35% in size
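Stably transfected U87-MG glioma cells carrying a GRP78-based luciferase sensor; 16 h compound incubation. Luminescence end-point read 10 min after Bright-Glo addition at room temperature.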
LDHA block = qHTS assay for inhibitors of human lactate dehydrogenase; L-lactate dehydrogenase A chain (Homo sapiens), P00338; purified LDHA, NADH/diaphorase-resazurin fluorescence; stronger effect = lower value; activity change, % (values are at about 110 or 230 µM); 480,000 tested, 0.15% active; in the data active = activity change below about -30%; inconclusive = mostly about -25% to -30%;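 note: plate controls were DMSO wells for no effect and wells without enzyme for full effect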
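Enzyme activity of human lactate dehydrogenase 5 (2 nM; 0.06 mM NADH, 0.2 mM pyruvate, 5 min, RT) is measured via a resazurin/diaphorase fluorescence readout of residual NADH.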
D1 ag = Allosteric Agonists of the Human D1 Dopamine Receptor: qHTS; D(1A) dopamine receptor (Homo sapiens), P21728; HEK293 T-REx D1 cells, calcium flux, agonist mode; activation, % at 2 µM; 360,000 tested, 1% active; AID 504660, 2011; in the data active = activation above about 30%; note: 0% is about no effect
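Tetracycline-induced HEK293 TREx D1 cells, force-coupled to calcium signalling, were dye-loaded with a no-wash calcium kit. Compound was pin-added after a 10 s baseline. Fluorescence was read kinetically at 1 cycle/s for 180 s, with calcium rises flagged as agonism.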
RXFP1 agonist = qHTS Assay for Agonists of the Relaxin Receptor RXFP1; HEK293T-RXFP1 cAMP TR-FRET, 30 min; response scale: percent of porcine relaxin response, buffer zero; Potency, µM (top dose mostly 57.5 µM), for inactives: at the top dose activation, hits mostly activators; 370,000 tested, 0.3% active; AID 2676, 2010; note: potency is the fitted concentration of half-maximal effect; % is set by controls: 0 for no effect and ±100 for the full control effect; nearly all actives have a fitted effect of over 60% in size; many of its hits are not listed in these tables
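cAMP rise read by TR-FRET after 30 min, 37C compound exposure (up to 58 uM) in RXFP1-transfected HEK293 cells with Ro 20174 present. EC50 from Hill-equation fits, with 29 nM porcine relaxin as 100% and buffer as basal.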
D2 potentiator = HTS Assay for Positive Allosteric Modulators of the Human D2 Dopamine Receptor: Primary Screen for Potentiators; 340,000 tested, 0.34% active; AID 485347, 2010; potentiation, % at 10 µM; HEK293 T-REx D2, calcium flux, EC20 dopamine potentiation;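 active = potentiation over 3 SD above the plate norm, cut at about 30% in these data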; note: 0% is about no effect
Target sequence (P14416 whole entry, looked up): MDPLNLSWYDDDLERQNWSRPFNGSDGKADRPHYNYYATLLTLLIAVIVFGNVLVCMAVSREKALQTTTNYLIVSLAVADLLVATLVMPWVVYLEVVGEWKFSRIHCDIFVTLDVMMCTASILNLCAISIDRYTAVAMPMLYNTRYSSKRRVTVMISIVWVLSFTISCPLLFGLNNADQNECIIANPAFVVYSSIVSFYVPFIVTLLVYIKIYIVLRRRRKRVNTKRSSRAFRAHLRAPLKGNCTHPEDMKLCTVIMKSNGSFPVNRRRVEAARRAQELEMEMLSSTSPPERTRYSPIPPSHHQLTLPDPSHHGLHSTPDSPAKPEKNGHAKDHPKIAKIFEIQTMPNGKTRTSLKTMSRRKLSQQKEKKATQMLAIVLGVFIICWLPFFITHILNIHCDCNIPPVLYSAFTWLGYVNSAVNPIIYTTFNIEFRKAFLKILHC
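Tetracycline-induced HEK293 T-REx cells force-coupled to calcium signalling expressed D2; compounds were pin-added after a 10 s baseline, read kinetically 180 s, then an EC20 dopamine challenge followed with a further 180 s calcium read.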
D1 antag = Antagonist of Human D 1 Dopamine Receptor: qHTS; 360,000 tested, 3.2% active; HEK293 TREx D1 cells, calcium flux, dopamine EC80; stronger effect = lower value; activity change, negative = inhibition, % at 10 µM; in the data active = activity change below about -30%; note: % is set by controls: 0 for no effect and ±100 for the full control effect
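Using tetracycline-induced force-coupled D1 Hek293 cells and a calcium dye, signals were followed for 180 s after compound, then for 180 s after EC80 dopamine, to detect inhibitors.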
D1 potentiator = Potentiators of Human D1 Dopamine Receptor: qHTS; D(1A) dopamine receptor (Homo sapiens), P21728; HEK293 TREx D1 cells, calcium flux, dopamine EC20 potentiation; potentiation, % at 10 µM; 360,000 tested, 0.036% active; AID 504651, 2011; in the data active = potentiation above about 30%; note: 0% is about no effect
* hit, by the source's call; u = inconclusive; x = no result given; & = joins results of further samples; ! = a repeat was not active. Unless noted, calls come from the whole dose curve; as a rule, active = well fitted curve in the direction sought with a large enough effect; inconclusive = small, poorly fitted or top-dose-only effect, or another doubt; inactive = no such curve, though single readings can be large; an effect the other way counts as inactive or inconclusive. An excerpt, so the mix of outcomes need not match the whole.

item	canonical_smiles	Vif-APOBEC3G blk	Vif-A3F inh	Glioma ERSR ind	LDHA block	D1 ag	RXFP1 agonist	D2 potentiator	D1 antag	D1 potentiator
1	Cc1cccc(S(=O)C(c2ccccc2)c2ccccc2)c1 (configuration not stated)	-2%	4%	-1%	-9	x	x	x	x	x
2	CCNC(=S)N/N=C(\C)c1ccc(Cl)s1	-3%	-1%	-2%	-4	-2	3.3%	1	-1	-1
3	COCc1nnc(NC(=O)C2CC(=O)N(C3CCCC3)C2)s1 (configuration not stated)	3%	6%	-4%	-1	3	-0.8%	1	11	0
4	O=C(CCN1C(=O)c2ccc([N+](=O)[O-])cc2C1=O)Nc1nccs1	1%	4%	0%	-1	1	0.9%	2	9	5
5	O=C(c1cccc(N2C(=O)C3C4C=CC(C4)C3C2=O)c1)N1CCN(c2ccc(F)cc2)CC1 (configuration not stated)	-2%	2%	4%	-5	4	-2.3%	-1	10	-6
6	Cc1ccsc1C(=O)Nc1ccc(C(=O)O)cc1	-2%	4%	-1%	-14	3	2.8%	-11	3	-3
7	CCNC(=S)N/N=C/c1ccco1	0%	6%	-2%	-3	2	0.1%	2	-10	0
8	O=C1C2C3c4ccccc4C(c4ccccc43)C2C(=O)N1Cc1ccccn1 (configuration not stated)	1%	1%	2%	-5	-1	1.5%	5	-19	-1
9	CC(C)C(NC(=O)c1ccco1)C(=O)OCC(=O)NCCc1ccccc1 (configuration not stated)	4%	0%	-1%	-9	1	-0.2%	-7	6	5
10	N#C/C(=N\O)c1nc(-c2ccccc2)cs1	3%&0%	-1%&-6%	-2%&-3%	1&0	4&2	-1.3%&-0.6%	9&-10	8&-15	-6&-16
11	CCOC(=O)c1c(C)oc2c1c(C(c1cccnc1)N1CCCCC1)c(O)c1ccccc12 (configuration not stated)	0%	2%	3%	36	-1	-0.2%	-3	-1	5
12	Cc1c(OC(C)C(=O)NCc2ccccn2)ccc2c3c(c(=O)oc12)CCCC3 (configuration not stated)	-7%	1%	0%	-2	7	6.4%	6	-37*	-7
13	COc1cccc(CN(C)CC(=O)NCc2ccc(C)cc2)c1	2%	-5%	-1%	u	4	1.4%	4	-19	-4
14	Cc1ccc(OCCC(=O)Nc2ccc(S(=O)(=O)Nc3nccs3)cc2)cc1	-16%	-4%	-1%	-1	1	-1.6%	10	1	-1
15	Cn1c(SCC(=O)Nc2cccc(F)c2)nnc1-c1cc2ccccc2o1	2%	-5%	-5%	-4	0	5.3%	-1	-13	7

Continued; the last two above are carried over.
item	canonical_smiles	Vif-APOBEC3G blk	Vif-A3F inh	Glioma ERSR ind	LDHA block	D1 ag	RXFP1 agonist	D2 potentiator	D1 antag	D1 potentiator
14	Cc1ccc(OCCC(=O)Nc2ccc(S(=O)(=O)Nc3nccs3)cc2)cc1	-16%	-4%	-1%	-1	1	-1.6%	10	1	-1
15	Cn1c(SCC(=O)Nc2cccc(F)c2)nnc1-c1cc2ccccc2o1	2%	-5%	-5%	-4	0	5.3%	-1	-13	7
16	CCOc1ccc(Br)cc1/C=N/O	-4%	-5%	-4%	-7	2	3.8%	12	5	-1
17	Cc1ccc(NC(=O)c2ccc3c(c2)OCO3)cc1S(=O)(=O)N1CCOCC1	-5%	2%	3%	-12	4	1.3%	-6	-15	1
18	COC(=O)c1sc(NC(=O)CSc2nnc(Cn3nnc4ccccc43)n2C)nc1C	0%	-7%	-4%	-2	0	-1.0%	4	-8	6
19	COc1ccc(C(=O)Nc2ccc(S(=O)(=O)NCc3ccco3)cc2)cc1OC	3%	3%	-1%	-9	0	18%	-10	-7	-7
20	O=C(CN1C(=O)C(=O)N(Cc2ccccc2)C1=O)c1ccc[nH]1	-5%	6%	-2%	-8	0	0.7%	5	4	-12
21	Cc1ccc2cccc(NC(=S)NC(=O)c3c(Br)cnn3C)c2n1	-16%	u	-7%	-4	-1	-0.6%	20	18	0
22	O=C(O)c1cncc(SCc2ccccc2)n1	-4%	-3%	-3%	-11	x	x	x	x	x
23	CC(=O)Nc1cccc(/C(C)=N/Nc2ccc(S(=O)(=O)Nc3ccccc3C(=O)O)cc2[N+](=O)[O-])c1	0%	-8%	-5%	-8	x	x	x	x	x
24	COc1cc(C)ccc1OCCOCCOc1ccc([N+](=O)[O-])cc1	2%	-4%	-3%	-3	31*	1.1%	-13	-1	-1
25	COc1ccc(-n2nc(C(=O)Nc3cccc(C)n3)c3c4ccccc4n(C)c3c2=O)cc1Cl	-9%	-7%	0%	-4	1	3.1%	7	-8	1
26	COc1ccccc1Nc1nc(NCCO)c2ccccc2n1	x	x	x	x	1	-0.3%	-1	0	-5
27	O=c1[nH]c(C2CCCN(S(=O)(=O)c3ccccc3)C2)nc2c1nnn2Cc1ccccc1Br (configuration not stated)	-1%	5%	-5%	-8&-2	3&1	3.6%&-0.5%	-5&2	3&4	-5&0
28	CC(Sc1nnnn1C1CCCCC1)C(=O)O (configuration not stated)	1%	-8%	-7%	-7	9	-0.4%	-22	-26	-6
29	O=C(NC(=S)Nc1ccc(N2CCOCC2)c(Cl)c1)c1sc2ccccc2c1Cl	-5%	-20%	-2%	1	2	-1.0%	-5	-31*	8
30	COc1ccc(OC)c(C(O)c2nc3ccccc3n2C)c1 (configuration not stated)	1%	0%	0%	0&11	4	2.4%	-3	20	-3
31	O=C(NC1CC1)C1CCN(c2ncnc3c2sc2cccc(F)c23)CC1	2%	5%	-2%	-2	2	7.7%	6	-4	3
32	COc1ccc([N+](=O)[O-])cc1NCc1cccnc1	-4%	3%	-1%	-4	22	-3.5%	11	-28	-6
33	C[C@H]1CN([C@@H](C)CO)C(=O)c2cccc(NC(=O)c3ccc(-c4nccs4)cc3)c2O[C@@H]1CN(C)C(=O)NC1CCCCC1	-3%	3%	0%	-3	x	x	x	x	x
34	CCOc1ccc(NC(=O)c2c(NCc3cccc(OC)c3OC)sc3c2CCC3)cc1	-4%	4%	0%	3	1	-0.2%	-3	6	1
35	COc1ccccc1NC(=O)Cc1nnc(SCC(=O)NC2=NCCS2)n1C	0%	-2%	-4%	-5	3	-0.6%	-9	-4	8
36	Cc1cccc(NC(=O)Cn2nc(-c3ccco3)ccc2=O)c1C	-6%	1%	-1%	-9&0	2	-1.5%	-8	3	5
37	CC(C)(C)NC(=O)c1ccccc1NC(=O)c1ccc2c(c1)OCO2	4%	-1%	-2%	1	3	-1.5%	4	-11	-3
38	Cc1ccc(S(=O)(=O)Nc2cc3c(cc2C)n(C)c(=O)c(=O)n3C)c(C)c1	x	x	x	-3	1	6.2%	13	-95*	-7
39	CCOC(=O)N1CCC(NC(=O)C2CCN(C(=O)N3CC(C)Oc4ccccc43)CC2)CC1 (configuration not stated)	1%	-2%	-1%	-11	-1	2.4%	1	10	-5
40	Cc1ccc(CNC(=O)CN(c2ccc(C)cc2)S(=O)(=O)c2c(C)nn(C)c2C)cc1	2%&1%	-11%&-9%	-4%&-1%	-11&3	0&3	1.2%&2.1%	13	-1&-22	-4&-2
41	Cc1ccc(NC(=O)CSc2ncn[nH]2)cc1C	2%	-7%	-1%	-4	-1	1.7%	-11	12	0
42	c1ccc(SCc2nc3ccccc3[nH]2)nc1	-2%	-13%	-2%	-3	2	0.2%	-3	-5	1
43	CSCC[C@H](NC(=O)Nc1cccc(C(F)(F)F)c1)C(=O)O	1%	-7%	-4%	-6	0	3.1%	-7	-14	-8
44	COc1ccccc1NC(=O)Cc1csc(N)n1	2%	0%	-4%	4	6	-1.0%	-9	0	-2
45	CSc1c[n+]2c(n1C)CCC2	-3%	-5%	-4%	-34*	1	-0.3%	8	5	7
46	COc1ccc(CCNC(=O)CS(=O)(=O)c2cn(CC(=O)N3CCCC3)c3ccccc23)cc1OC	9%	-5%	-3%	11	3	0.0%	x	7	3
47	Cc1cccn2c(=O)c3cc(C#N)c(=NC(=O)c4ccncc4)n(CCCOC(C)C)c3nc12	-1%	-3%	-4%	0	0	15%	14	-11	-5
48	COc1ccc(C(=O)N(CC(=O)Nc2sc(C)c(C)c2C(N)=O)C2CCCC2)cc1	4%	6%	-4%	-10	2	-0.3%	-1	-21	-7
49	c1ccc(Cc2nn3c(-c4ccncc4)nnc3s2)cc1	1%	-8%	-1%	-6	2	3.9%	x	-26	1
50	Cc1ccc(NC(=O)c2cnc(N3CCCC3)nc2C)cc1F	x	x	x	-2	-1	0.4%	0	-7	1
51	CCCS/C(N)=N/N=C/c1cc(C)ccc1O	-8%	-10%	7%	7	-1	1.7%	3	-5	12
52	CCc1ccc(N2CC(c3nnc(NC(=O)c4ccco4)s3)CC2=O)cc1 (configuration not stated)	-1%	-7%	1%	-4	-1	-1.5%	3	3	2
53	CCOC(=O)C1=C(C)N(C)C(=S)NC1c1ccccc1Cl (configuration not stated)	-5%	5%	0%	-7	2	2.3%	7	-3	-2
54	c1ccc(CNc2nc(N3CCN(Cc4ccccc4)CC3)nc3ccccc23)cc1	-22%	7%	-7%	0	8	1.2%	-26	-35*	-14
55	CCOC(=O)c1c(C)n(-c2ccc(C)cc2)c2ccc(OCC(O)CNCC3CCCO3)cc12 (configuration not stated)	u	-10%	-11%	-1	60*	-2.0%	-8	35	0
56	CC(=O)N1CCCc2cc(S(=O)(=O)N3CCCC(C(=O)NCc4ccccc4Cl)C3)ccc21 (configuration not stated)	0%&1%	3%	-2%&-4%	-2&2	1&1	-0.4%&-0.6%	1&-3	-42*!	-9&-6
57	COC(=O)C1=C(C)N(CCc2cc(OC)c(OC)c(OC)c2)C(=O)N[C@H]1c1ccccc1	0%	-2%	-4%	0	x	x	x	x	x
